Source: PubChem
NPR1 activator: GC-A (human) enzyme activation; P16066; HEK293 GC-A cells, cGMP TR-FRET, EC30 ANP; 0% at EC30 ANP, 100% saturating ANP; activation, % at 10 µM; 370,000 tested, 0.14% active; in the data active means activation above about 40%
Target sequence (P16066 whole entry, looked up): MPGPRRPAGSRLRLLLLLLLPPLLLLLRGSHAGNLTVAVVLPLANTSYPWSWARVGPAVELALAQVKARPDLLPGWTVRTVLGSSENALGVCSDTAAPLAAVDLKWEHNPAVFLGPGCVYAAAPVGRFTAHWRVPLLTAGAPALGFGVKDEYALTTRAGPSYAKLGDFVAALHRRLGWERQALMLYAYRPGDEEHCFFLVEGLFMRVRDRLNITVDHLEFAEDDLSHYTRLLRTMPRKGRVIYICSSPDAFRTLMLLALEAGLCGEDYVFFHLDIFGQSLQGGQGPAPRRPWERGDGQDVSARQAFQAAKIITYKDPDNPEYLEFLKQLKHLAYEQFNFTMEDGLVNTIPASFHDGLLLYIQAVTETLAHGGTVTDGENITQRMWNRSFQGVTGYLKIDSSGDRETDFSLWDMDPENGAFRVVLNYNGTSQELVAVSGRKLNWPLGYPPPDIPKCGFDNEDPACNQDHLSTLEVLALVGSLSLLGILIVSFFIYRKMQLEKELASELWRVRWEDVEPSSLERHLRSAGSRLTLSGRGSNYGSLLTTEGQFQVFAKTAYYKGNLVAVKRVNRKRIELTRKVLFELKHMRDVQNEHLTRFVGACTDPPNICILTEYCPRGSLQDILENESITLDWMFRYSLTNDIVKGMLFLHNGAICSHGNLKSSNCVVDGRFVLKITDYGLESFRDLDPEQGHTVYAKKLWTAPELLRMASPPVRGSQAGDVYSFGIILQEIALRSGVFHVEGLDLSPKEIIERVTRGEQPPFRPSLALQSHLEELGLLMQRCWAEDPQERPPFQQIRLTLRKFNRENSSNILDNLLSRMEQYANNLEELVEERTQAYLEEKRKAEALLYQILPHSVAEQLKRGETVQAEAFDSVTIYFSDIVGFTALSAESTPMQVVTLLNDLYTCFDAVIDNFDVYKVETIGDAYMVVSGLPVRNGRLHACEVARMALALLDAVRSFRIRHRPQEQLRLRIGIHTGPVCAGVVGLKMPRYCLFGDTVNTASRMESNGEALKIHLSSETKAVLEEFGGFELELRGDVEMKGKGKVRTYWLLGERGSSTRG
FXN GAA850 act: activators of GAA850 frataxin (FXN) promoter | activation, % at 6 µM | AID 540364 | HEK293 lucGAA850 FXN promoter luciferase reporter, 24 h; percent of 10 µM SAHA response | 360,000 tested, 0.56% active;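 active means activation above the average of all compounds screened plus 3 SD, cutoff fixed separately per campaign, cut at about 7.5% in these data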;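 further: 0% = DMSO wells and 100% = 10 µM SAHA wells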
hcDAF12 agonist: H. contortus DAF-12 activation, primary screen; AID 652067; 370,000 tested, 1.4% active; activation, % at 6.8 µM; HEK293 hcDAF-12 lit1-tk-luc reporter, luminescence; 0% DMSO, 100% Δ7-dafachronic acid;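 active means activation above the mean of all tested compounds plus 3 SD, cut at about 5.5% in these data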;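 further: 100% = response to 3 µM Δ7-dafachronic acid high control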
SMARCA2 act: SMARCA2 function activation, primary screen; MG213 cells, MMTV-luciferase reporter, dexamethasone, overnight; activation, % at 9.1 µM; 370,000 tested, 1% active; AID 652017; in the data active means activation above about 7.8%;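 further: 0% = vehicle wells and 100% = reference activator wells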
ssDAF12 agonist: activators of S. stercoralis DAF-12 nuclear receptor. HEK293 ssDAF-12/GRIP1 lit1-tk-luc reporter, luminescence; % of 3 µM dafachronic acid response. activation, % at 6.8 µM. 370,000 tested, 1% active;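 active means activation above the mean over all tested compounds plus 3 SD, cut at about 0.9% in these data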;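 further: 0% = DMSO-only wells and 100% = 3 µM delta7-dafachronic acid wells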
GC-B act: GC-B (human) receptor activation | activation, % at 10 µM | P20594 | 370,000 tested, 0.11% active | HEK293-GC-B cells, CNP EC30, cGMP TR-FRET; 0% at EC30 CNP, 100% saturating CNP;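 active means activation at 10 µM reaching about 35% in either raw or pattern-adjusted values, limit read from the data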
ADAM10 inh: inhibitors of human ADAM10; O14672; recombinant ADAM10, EDANS/DABCYL FRET peptide cleavage, 3 h; inhibition, % at 7 µM; 370,000 tested, 0.62% active;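 active means inhibition above a per-campaign cutoff equal to the mean of compounds falling between control-based bounds plus 3 SD, cut at about 20% in these data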;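 further: 0% = DMSO wells while the 100% control is not disclosed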
hgDAF12 agonist: activates the H. glycines DAF-12 receptor ligand-binding domain | HEK293 GAL4-hgDAF12 UAS-luciferase reporter, agonist luminescence; normalized to butyrate control | activation, % at 6.8 µM | 370,000 tested, 1.8% active | AID 687014;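 active means activation above a cutoff set at the mean of all screened compounds plus 3 SD, cut at about 10% in these data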;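 further: 0% = DMSO wells and 100% = sodium butyrate wells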
DAX1 inh-1: blocks DAX1 repression of SF-1 activated StAR promoter; AID 652010; inhibition, % at 6.8 µM; HEK293T StAR-luciferase reporter, SF-1/DAX-1 repression relief; 370,000 tested, 1.1% active;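 active means inhibition above the mean over all tested compounds plus 3 SD, cut at about 3.6% in these data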;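 further: 0% = DAX-1 cells with DMSO and 100% = cells lacking DAX-1 with DMSO; higher inhibition means more luminescence from relief of DAX-1 repression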
DAX1 inh-2: inhibitors of human orphan nuclear receptor DAX1 (NR0B1) | AID 504766 | 340,000 tested, 0.99% active | inhibition, % at 6.75 µM | HEK293 Gal4-DAX1 luciferase reporter, luminescence | P51843;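 active means inhibition above the mean over all tested compounds plus 3 SD, cut at about 4.2% in these data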;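 further: 0% = DAX1-transfected cells with DMSO and 100% = empty-vector control cells with DMSO; inhibition shows as a rise in luminescence from relieved DAX1 repression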
sPLA2-III inh: Blocks human group III sPLA2 activity; Q9NZ20; QFRET BODIPY PC-A2 liposome hydrolysis, fluorescence; inhibition, % at 12.2 µM; 370,000 tested, 0.56% active;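 active means inhibition above mean plus 3 SD of compounds lying within the high and low control bounds, cut at about 19% in these data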;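 further: 0% = median of test compound wells and 100% = no enzyme DMSO wells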
An asterisk follows results filed as active; . = not tested or not shown. The order is random. About 6.6% of those tested had a hit in this group.

SMILES | NPR1 activator | FXN GAA850 act | hcDAF12 agonist | SMARCA2 act | ssDAF12 agonist | GC-B act | ADAM10 inh | hgDAF12 agonist | DAX1 inh-1 | DAX1 inh-2 | sPLA2-III inh
CC1CCc2c(sc(/N=C/c3cccnc3)c2C(N)=O)C1 (stereo not given) | -2 | 1.1 | -2.0 | -2 | -1.9 | -4 | -11 | 1.4 | -0.1 | . | -2
Cc1c(C(=O)O)[nH]c2ccc([N+](=O)[O-])cc12 | -2 | 2.1 | 6.2* | 1 | -0.7 | -1 | 1 | 1.8 | -0.2 | . | -6
Cc1ccc(S(=O)(=O)NCC(=O)N2CCOCCOCCOCCOCC2)cc1 | -3 | 0.9 | -0.6 | -2 | -1.0 | -3 | 7 | -0.7 | 0.3 | 0.1 | 3
CCCCCCn1c(CN2CCCCC2C)nc2c1c(=O)n(C)c(=O)n2C (stereo not given) | -1 | 2.1 | 0.8 | -2 | -1.3 | 6 | 1 | 0.7 | -0.8 | 0.3 | -1
O=Cc1ccc(OCc2cn(CC(=O)c3ccc(O)cc3)nn2)cc1 | 3 | -0.1 | -1.7 | 2 | -0.5 | -1 | -8 | -0.7 | -1.2 | 0.7 | -19
CN(Cc1ccccc1)c1ncc(C=O)s1 | -3 | 1.1 | 3.0 | -4 | -0.1 | 0 | -10 | 0.7 | 1.0 | 0.6 | 10
N#Cc1cccc(NC(=O)CNC(=O)Cc2ccccc2)c1 | -3 | 1.5 | -1.2 | 1 | -0.7 | -4 | -1 | 0.6 | -0.3 | -0.7 | -3
O=C(NCCCO)c1cc2c([nH]c3ccccc32)c(-c2ccccc2)n1 | 14 | -2.1 | -3.6 | -4 | -1.2 | 20 | -377 | -5.6 | -1.3 | -2.8 | -6
Cc1ccccc1Cn1c(=O)[nH]c2ccccc21 | 1 | 0.8 | -3.4 | 0 | -1.6 | 2 | -7 | -2.4 | -1.2 | 0.4 | 1
CCOc1ccc(S(=O)(=O)Nc2cccc(Cl)c2)cc1 | -2 | -3.8 | -2.5 | -3 | -1.1 | 2 | 8 | -0.5 | -1.1 | 0.3 | -22
Cc1cc(NC(=O)CCC(=O)N(Cc2cccs2)C(C(=O)NC2CCCC2)c2cccnc2)no1 (stereo not given) | -4 | 1.9 | -0.4 | 6 | -0.6 | 5 | -46 | -1.0 | 0.1 | -2.4 | 4
CC(C)OC(=O)C1C2C=CC3(CN(C(C)c4ccc(Br)cc4)C(=O)C13)O2 (stereo not given) | -1 | 0.3 | -2.3 | 0 | -0.8 | -1 | -11 | 1.6 | -0.8 | 2.2 | -3
Nc1ncnc(Oc2cccc(C(F)(F)F)c2)c1[N+](=O)[O-] | 1 | -3.6 | 2.4 | 3 | -1.7 | 5 | -5 | 1.4 | -1.3 | 0.1 | 2
Cc1cc(F)ccc1C(O)c1ncc(-c2ccccc2Cl)[nH]1 (stereo not given) | -4 | 0.5 | -0.3 | 0 | -1.2 | -15 | -8 | -2.0 | -1.1 | . | -6
c1ccc(-c2nn3c(Cn4cnc5ccccc54)nnc3s2)cc1 | -1 | 2.6 | -0.4 | 3 | -0.4 | -1 | -2 | -2.3 | -0.6 | 0.3 | -5
CC(C)c1cccc(O)c(=O)c1 | -2 | 2.7 | 2.1 | -3 | -1.3 | -4 | -13 | -2.1 | 1.6 | 1.8 | 12
COC(=O)Cc1c([C@H](C)[C@@H](OC)c2ccccc2Br)nnn1Cc1ccccc1 | -5 | . | 1.3 | -2 | -1.0 | 0 | 3 | 1.4 | -0.1 | . | -6
c1ccc(CSc2nc3ncccn3n2)cc1 | 2 | 3.0 | 2.2 | 8.7* | -0.2 | 1 | -7 | 9.7 | 6.8* | 1.1 | 3
CCCCOC(=O)CCc1c(C)[nH]c(=O)c(C#N)c1C | 4 | -1.9 | -0.3 | 1 | -1.0 | -7 | -9 | 0.7 | 0.9 | 0.3 | 1
O=C(CSc1nc2[nH]c(=O)cc(O)c2s1)Nc1ccc(Cl)c(C(F)(F)F)c1 | 2 | 0.5 | 0.5 | 2 | -1.1 | -2 | -10 | -0.2 | -0.5 | 0.1 | 0
Cc1ccc(NS(=O)(=O)c2cc(C(=O)O)ccc2Cl)c(C)c1 | 5 | -2.1 | -0.6 | -7 | -1.3 | 6 | -4 | -2.6 | -0.4 | 0.0 | 7
CC(C)OC(=O)CSc1nnc(-c2cccnc2)n1N | 0 | -1.2 | 0.2 | 0 | -0.8 | 0 | 4 | 0.1 | -0.3 | 1.1 | 5
COc1cc(-c2nn3c(-c4ccccc4)nnc3s2)cc(OC)c1OC | 11 | 3.9 | -0.8 | 1 | -0.9 | 2 | -4 | -2.3 | -0.3 | -0.9 | 4
CC(C)Cc1cc(C(=O)Nc2c(F)cc(F)cc2Br)no1 | -3 | 1.6 | -0.4 | 0 | -0.7 | -3 | 7 | 2.5 | -0.8 | 0.5 | -5
CC(C(=O)N1CCN(c2ccccc2F)CC1)c1ccc([N+](=O)[O-])cc1 (stereo not given) | -2 | 2.0 | 1.4 | -3 | -1.2 | -1 | -6 | -0.8 | 0.0 | -0.4 | 1
Remaining list, next part:
SMILES | NPR1 activator | FXN GAA850 act | hcDAF12 agonist | SMARCA2 act | ssDAF12 agonist | GC-B act | ADAM10 inh | hgDAF12 agonist | DAX1 inh-1 | DAX1 inh-2 | sPLA2-III inh
O=C1c2c(-c3ccc(Br)cc3)noc2CCN1Cc1cn(-c2ccccc2)nn1 | -1 | . | -2.6 | -1 | -1.1 | -4 | 4 | -2.1 | -0.8 | . | -4
CCc1nc2c(OCc3cc(Cl)cc(Cl)c3)cccn2c1N(C)C(=O)Nc1ccccc1OC | -10 | -1.3 | -1.7 | -4 | -1.3 | -5 | 5 | -4.8 | 0.3 | . | -3
O=C(OCCN1CCN(C2=NS(=O)(=O)c3ccccc32)CC1)c1ccccc1F | 0 | 0.0 | 0.2 | 0 | -0.7 | -1 | 2 | 1.0 | 1.2 | 0.6 | 1
CN(C(=O)CSc1nnc(-c2ccncc2)n1-c1ccccc1)C1CCS(=O)(=O)C1 (stereo not given) | 1 | -0.1 | -0.5 | -4 | -1.2 | 3 | -25 | 4.2 | 0.5 | 3.0 | 9
O=C(Nc1ccc2c(c1)Cc1ccccc1-2)c1cccnc1 | -7 | 1.1 | 3.8 | 6 | -1.3 | -4 | 12 | 9.9 | 1.1 | 2.6 | -9
S=c1[nH]ccn1-c1cccc(Cl)c1Cl | 1 | 1.7 | -0.5 | -1 | -1.0 | 2 | -8 | 1.1 | -0.2 | 2.9 | 5
CC(=O)Nc1ccc(S(=O)(=O)Oc2ccc(Br)cc2C(=S)N2CCOCC2)cc1 | -3 | -0.8 | -0.9 | -3 | -1.0 | -7 | 16 | -2.5 | -1.9 | 0.8 | -13
CC(C)NC(=O)CCn1c(=S)oc2ccccc21 | -2 | 0.7 | 0.5 | 0 | -1.7 | 1 | 2 | 2.3 | 0.1 | -0.2 | 1
COC(=O)c1cc2c(c3c4ccccc4n(S(=O)(=O)c4cccc(C)c4)c13)C(=O)N(C)C2 | -7 | . | 4.4 | 1 | 0.3 | -9 | -1 | 0.5 | -1.0 | . | -1
Cc1ccc(Oc2nsnc2N2CCOCC2)cc1 | 9 | 5.8 | 0.0 | -2 | -1.5 | 3 | 0 | 0.8 | 0.5 | 0.3 | 5
COc1ccc2c(c1)CCc1c(C(=O)N3CCCC3)noc1-2 | 1 | 5.6 | 3.2 | 2 | -1.6 | 0 | -9 | 6.6 | 0.5 | 2.1 | -5
CN(C)S(=O)(=O)N1CCN(C(=O)N(c2ccccc2)c2ccccc2)CC1 | 5 | 0.2 | -1.6 | 1 | -1.4 | -4 | 7 | -2.3 | -0.3 | -0.6 | -4
CCNC(=O)COC(=O)c1ccc(S(=O)(=O)N2CCCCCC2)cc1 | 0 | -0.5 | -1.5 | 0 | -1.7 | 0 | -3 | -2.5 | -0.4 | -0.2 | -6
C/C(=N\NC(=O)CCn1nnc2ccccc21)c1ccco1 | 1 | -0.9 | -1.1 | 0 | -0.4 | 3 | 8 | -1.6 | 0.0 | 4.7* | -1
O=C(NCC1CCCO1)C(c1ccncc1)N(Cc1cccs1)C(=O)CN1C(=O)c2ccccc2S1(=O)=O (stereo not given) | 2 | 0.4 | -2.0 | -2 | -1.5 | 2 | -6 | -3.3 | -0.3 | -0.2 | 0
CCn1c(SCC(=O)Nc2ccccc2-c2ccccc2)nnc1-c1ccoc1C | -19 | -2.9 | -3.6 | -2 | -1.2 | -11 | 7 | -2.8 | -1.4 | -1.1 | -9
CC1(C(=O)NS(=O)(=O)c2cccc(OC(F)F)c2)CCN1C(=O)C1CC1 (stereo not given) | 6 | 3.2 | -0.8 | 5 | -0.9 | 0 | 2 | 0.2 | 0.7 | . | -4
O=C(Nc1ncnc2sc3c(c12)CCCCC3)c1ccc(F)cc1 | -3 | 4.1 | -1.2 | -5 | -1.1 | 0 | -7 | -0.8 | 0.5 | 1.5 | 1
COCc1c(C(N)=O)nnn1-c1nonc1N | 2 | -1.0 | -0.6 | -1 | -0.9 | 0 | -3 | 0.8 | 0.0 | -0.4 | -3
CN(C)c1cccc(NC(=O)C2Cc3c(-c4ccccc4Oc4ccccc4)ccnc3O2)c1 (stereo not given) | -6 | -0.9 | -0.1 | -7 | -1.6 | -2 | 14 | -3.2 | 0.1 | . | 7
Cn1c(SCC(=O)NCc2ccc3c(c2)OCO3)nc2c(c1=O)SCC2 | 1 | 0.3 | 0.8 | -2 | -1.4 | -8 | -10 | -0.1 | -0.7 | -0.2 | 0
Cc1[nH]c2ccccc2c1CCN(Cc1cccs1)C(=O)Nc1cccc2c1OCO2 | -1 | . | 5.4 | -3 | -0.2 | -7 | 10 | 11* | 0.6 | . | -20
O=C(Cc1ccc(Cl)cc1)Nc1ccccc1Sc1ccccc1 | -4 | 4.5 | -1.0 | -2 | -1.8 | -2 | 10 | 0.9 | 0.0 | -1.1 | -8
COc1cccc(/C=N/N2CCN(c3ccc(Cl)cc3)CC2)c1OC | 0 | -2.7 | -2.2 | 0 | -0.7 | 6 | 6 | -2.1 | -0.1 | -0.2 | 4
COc1ccc(S(=O)(=O)N2CCC(C(=O)NC3CC3)CC2)cc1 | -1 | -0.7 | -1.5 | -2 | -0.8 | 0 | 9 | -1.1 | -0.1 | 0.2 | 9

Sorted by molar mass (descending): some entries from above.
SMILES | NPR1 activator | FXN GAA850 act | hcDAF12 agonist | SMARCA2 act | ssDAF12 agonist | GC-B act | ADAM10 inh | hgDAF12 agonist | DAX1 inh-1 | DAX1 inh-2 | sPLA2-III inh
O=C(NCC1CCCO1)C(c1ccncc1)N(Cc1cccs1)C(=O)CN1C(=O)c2ccccc2S1(=O)=O (stereo not given) | 2 | 0.4 | -2.0 | -2 | -1.5 | 2 | -6 | -3.3 | -0.3 | -0.2 | 0
Cn1c(SCC(=O)NCc2ccc3c(c2)OCO3)nc2c(c1=O)SCC2 | 1 | 0.3 | 0.8 | -2 | -1.4 | -8 | -10 | -0.1 | -0.7 | -0.2 | 0
O=C(NCCCO)c1cc2c([nH]c3ccccc32)c(-c2ccccc2)n1 | 14 | -2.1 | -3.6 | -4 | -1.2 | 20 | -377 | -5.6 | -1.3 | -2.8 | -6
